Assay outcomes: PubChem BioAssay, several laboratories
Rin1-Abl PPI inh – inhibitors of human Rin1-Abl protein interaction. P00519+Q13671. TR-FRET Rin1/Abl binding, biochemical. inhibition, % at 7.35 µM. 0.4% of 360,000 active. AID 588664; in the data active means inhibition above about 5%, passing the limit was not always enough
Rpn11 inh – blocks the human proteasome subunit Rpn11 | O00487 | human 26S proteasome, Ub4-pepOG fluorescence polarization; 20S core pre-blocked with epoxomicin | calls only at 20 µM | 0.59% of 360,000 active | AID 588493;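 active means inhibition at 20 µM, scaled to each plate's controls, above about 33%, limit read from the data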
Scp1 inh – Scp-1 (human) phosphatase inhibition | 0.88% of 340,000 active | inhibition, % at 20 µM | Recombinant Scp1, phosphopeptide, malachite green phosphate absorbance | Q9GZU7;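 active means inhibition above about 50% at 20 µM, limit read from the data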;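 further: plate controls were DMSO wells with enzyme for no effect and wells lacking enzyme for full effect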
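Test system: SCP-1 catalytic domain; Buffer or medium: Acidic Tris acetate buffer with magnesium and detergent; Also added: Phosphorylated 17-residue peptide substrate; Compound: single 20 µM dose, 1% DMSO; Schedule: enzyme reaction 45 min at room temperature, colour 5 min, stabilisation 30 min; Signal: Phosphate-binding colour reagent, absorbance read at 630 nm.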
DNMT1 block – blocks human DNA methyltransferase DNMT1; P26358; DNMT1 molecular beacon, Hinp1I cleavage, fluorescence; inhibition (reported as % activation of signal), % at 10 µM; 0.83% of 360,000 active; in the data active means inhibition above about 50%
Target sequence (P26358 504-1616 limits assumed): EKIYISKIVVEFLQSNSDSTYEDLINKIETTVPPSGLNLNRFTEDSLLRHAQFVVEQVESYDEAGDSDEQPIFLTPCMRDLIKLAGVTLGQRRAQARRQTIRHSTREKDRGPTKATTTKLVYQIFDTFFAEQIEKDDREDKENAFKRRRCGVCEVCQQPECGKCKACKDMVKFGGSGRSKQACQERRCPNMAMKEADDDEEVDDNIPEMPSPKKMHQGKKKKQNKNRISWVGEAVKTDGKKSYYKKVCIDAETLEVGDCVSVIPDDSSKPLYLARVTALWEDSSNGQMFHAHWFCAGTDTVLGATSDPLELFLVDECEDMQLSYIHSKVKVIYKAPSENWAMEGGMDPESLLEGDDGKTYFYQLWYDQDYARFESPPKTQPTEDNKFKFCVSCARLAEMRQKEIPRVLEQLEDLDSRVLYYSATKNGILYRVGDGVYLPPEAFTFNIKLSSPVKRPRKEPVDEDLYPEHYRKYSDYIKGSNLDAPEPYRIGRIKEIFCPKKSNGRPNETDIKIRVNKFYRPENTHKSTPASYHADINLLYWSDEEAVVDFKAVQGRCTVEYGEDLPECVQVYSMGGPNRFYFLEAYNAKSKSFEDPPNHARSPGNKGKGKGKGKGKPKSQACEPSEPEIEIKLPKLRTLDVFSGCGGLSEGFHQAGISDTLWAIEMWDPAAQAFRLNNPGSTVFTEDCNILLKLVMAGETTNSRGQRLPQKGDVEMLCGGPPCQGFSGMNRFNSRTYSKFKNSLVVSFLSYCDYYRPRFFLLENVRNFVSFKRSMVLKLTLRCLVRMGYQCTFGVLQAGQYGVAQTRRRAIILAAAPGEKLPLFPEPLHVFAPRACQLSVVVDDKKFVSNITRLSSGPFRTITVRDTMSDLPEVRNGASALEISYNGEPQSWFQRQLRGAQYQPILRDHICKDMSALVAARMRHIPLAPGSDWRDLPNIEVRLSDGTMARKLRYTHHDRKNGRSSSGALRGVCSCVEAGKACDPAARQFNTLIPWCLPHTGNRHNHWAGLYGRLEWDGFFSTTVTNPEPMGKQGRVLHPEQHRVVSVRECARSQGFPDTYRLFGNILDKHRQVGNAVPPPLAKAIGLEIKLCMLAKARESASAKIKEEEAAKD
CSN deneddyl inh – blocks human CSN-mediated cullin deneddylation; Q92905; AID 651999; 0.38% of 360,000 active; inhibition, % at 12.5 µM; Purified CSN, SCF-Nedd8-OG deneddylation, fluorescence polarization;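 active means pattern-corrected inhibition above about 35%, with an unprinted fluorescence ratio check between 0.5 and 1.5, limit read from the data, passing the limit was not always enough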;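 further: 0% = enzyme with substrate and 100% = substrate without enzyme; some results filed as inactive read as strong as hits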
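Material: human Csn5 produced in HEK293T cells; Input: enzyme 0.24 nM; Reagent: SCFSkp2-Nedd8OG substrate at 10 nM final; Dosing: 12.5 µM compound; Incubation: 90 min reaction at room temperature; Detection: fluorescence polarization of the substrate; Evaluation: % inhibition of substrate cleavage by Csn5; Control set: substrate-only high control, full reaction low control.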
NadD block – blocks S. aureus nicotinate mononucleotide adenylyltransferase; 0.78% of 360,000 active; AID 602399; purified NadD enzyme, colorimetric absorbance read-out; inhibition, % at 20 µM; in the data active means inhibition above about 26%; further: some compounds past the cut are filed as inactive
LMPTP block – blocks human LMPTP phosphatase. P24666. recombinant LMPTP-A, OMFP fluorogenic substrate, fluorescence intensity. inhibition, % at 20 µM. 0.22% of 360,000 active. AID 651560;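 active means compounds that cut the enzyme signal by at least half of the control window in the single-dose screen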;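 further: plate controls were DMSO wells with enzyme plus substrate for no effect and substrate without enzyme for full effect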
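Test system – LMPTP-A phosphatase enzyme · Quantity – 0.625 nM LMPTP-A final · Reagent – OMFP substrate, 400 µM final · Dosing – one test concentration per compound, 20 µM, with 3% DMSO overall · Timing – 50 min enzyme reaction at room temperature, protected from light · Detection – fluorescence intensity · Controls – substrate-only low control, DMSO enzyme-plus-substrate high control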
SUMO1-SIM PPI – SUMO1-SIM interaction modulation | SUMO1 binding to a labelled peptide, TR-FRET, 1 h | inhibition, % at 20 µM | P63165 | 0.33% of 360,000 active; in the data active means inhibition above about 37%
Neddylation inh – cullin neddylation inhibition; TR-FRET cullin neddylation, biochemical; calls only at 25 µM; 0.58% of 360,000 active; in the data active means inhibition above about 36%
STEP block – inhibitors of human striatal-enriched phosphatase STEP | recombinant STEP, OMFP fluorogenic substrate, fluorescence | inhibition, % at 20 µM | AID 588621 | P54829 | 0.25% of 360,000 active;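 active means inhibition at 20 µM, scaled per plate between control wells, above about 37%, limit read from the data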;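 further: 0% = DMSO with enzyme and substrate and 100% = substrate only without enzyme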
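System: STEP (striatal-enriched tyrosine phosphatase) enzyme, cell-free; medium: Bis-Tris pH 6.0 buffer with DTT, detergent; dosing: 20 µM, 1% DMSO; times: reaction 20 min, ambient temperature; detection: fluorescence, 480/540 nm; read-out basis: normalized % inhibition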
Starred values were filed as active, the others as inactive; i = inactive; · = no result given; + = active, no number.

SMILES	Rin1-Abl PPI inh	Rpn11 inh	Scp1 inh	DNMT1 block	CSN deneddyl inh	NadD block	LMPTP block	SUMO1-SIM PPI	Neddylation inh	STEP block
COc1ccc(C(=O)OC(C)CN2CCN(C)CC2)cc1OC (stereo not drawn)	-1	i	4	-2	-4	-13	-0.8	-2	i	-6
CCOc1ccc(Oc2ccc(S(=O)(=O)N3CCOCC3)cc2NC(=O)CCNC(C)=O)cc1	0	i	-1	2	-2	0	0.5	2	i	-1
O=C1Cc2ccccc2C(=O)N1Nc1ccccc1	-1	i	-8	-6	0	2	5.3	3	·	4
COc1ccc(NC(=O)c2c(SC)nsc2SC)cc1	-1	i	-10	-1	-1	-5	-1.0	2	i	0
Nc1nc2c(c(=O)[nH]1)CN(Cc1ccccc1)CC2	1	i	-11	-1	4	-1	27	-5	+	2
Cc1cc(C)n2c(SCC(=O)Nc3ccccc3C#N)nnc2n1	0	i	-3	-4	-2	-1	3.3	6	i	-1
Cc1c(/C=N/Nc2ccc([N+](=O)[O-])cn2)c2ccccc2n1Cc1ccccc1	-1	i	-11	51*	4	-1	8.3	-15	i	4
COc1ccc(CN(C)C[C@@H]2OCc3cnnn3CCCC(=O)N([C@@H](C)CO)C[C@H]2C)cc1	2	i	·	6	0	-2	-2.9	2	i	0
CCOc1cc(C)c(Cl)cc1S(=O)(=O)n1ccnc1	5	i	5	1	-2	-4	0.5	4	i	0
c1ccc(-c2nnc(CSc3ccc4c(c3)OCCO4)o2)cc1	2	i	-9	-2	-4	-11	0.1	-1	i	-5
COc1cc([N+](=O)[O-])ccc1NC(=O)NNC(=O)C(C)Oc1ccc(F)cc1F (stereo not drawn)	7	i	-5	-2	6	-2	1.1	-27	i	-3
Cc1ccc(/C=N/NC(=O)c2nnn(-c3nonc3N)c2CSc2ccccc2)o1	-2	i	1	-3	-2	5	-0.2	-18	i	1
CCN(CC)C(=O)Cn1cc(C(=O)C(=O)NCCc2ccccc2)c2ccccc21	-5	i	1	0	-4	-3	-1.3	-1	i	0
O=C(NCCN1C(=O)S/C(=C\c2cccnc2)C1=O)c1ccc([N+](=O)[O-])s1	-2	i	2	-10	1	4	2.4	-33	i	6
COc1ccc(NC(=O)N2CCCC2C(=O)Nc2ccc(C)cc2)cc1 (stereo not drawn)	2	i	-6	3	2	-5	-2.3	3	i	6
CSc1ncccc1C(=O)N1CCC1(C)C(=O)NC(C)C (stereo not drawn)	-3	i	·	1	4	-2	-0.8	1	i	-1
CN(Cc1ccc(C(F)(F)F)cc1)C(=O)c1ccc2ccccc2n1	-1	i	-7	2	-3	-11	1.9	1	i	3
CC(Oc1ccccc1)C(=O)OCC(=O)Nc1ccc2c(c1)OCO2 (stereo not drawn)	1	i	-15	-13	1	-2	1.2	7	i	0
CN(C)S(=O)(=O)c1cc(NC(=O)CN2CCN(c3ccccc3O)CC2)ccc1Cl	0	i	-3	-3	1	-8	0.9	0	i	0
O=C(CSc1nnc(-c2ccc(O)cc2)n1Cc1ccco1)c1ccccc1	0	i	-7	-1	0	3	-1.7	-4	i	2

Structures above that contain a furan ring, fused or not (two):
SMILES	Rin1-Abl PPI inh	Rpn11 inh	Scp1 inh	DNMT1 block	CSN deneddyl inh	NadD block	LMPTP block	SUMO1-SIM PPI	Neddylation inh	STEP block
Cc1ccc(/C=N/NC(=O)c2nnn(-c3nonc3N)c2CSc2ccccc2)o1	-2	i	1	-3	-2	5	-0.2	-18	i	1
O=C(CSc1nnc(-c2ccc(O)cc2)n1Cc1ccco1)c1ccccc1	0	i	-7	-1	0	3	-1.7	-4	i	2

Remaining list, next part
SMILES	Rin1-Abl PPI inh	Rpn11 inh	Scp1 inh	DNMT1 block	CSN deneddyl inh	NadD block	LMPTP block	SUMO1-SIM PPI	Neddylation inh	STEP block
CC(=O)Nc1ccc(Sc2ccccc2C(=O)O)c(C(=O)O)c1	0	i	4	2	1	4	-2.2	4	i	2
Cc1cc(C(=O)NCC(=O)OCC(=O)N2CCCCCC2)ccc1[N+](=O)[O-]	-1	i	-3	0	1	0	-1.2	-12	i	-1
Cc1sc2nc(SCC(=O)NCc3ccco3)n(C)c(=O)c2c1C	1	i	3	2	6	-4	1.4	-1	i	4
O=C(Nc1ccccc1C(F)(F)F)N1CCN(C(c2ccccc2)c2ccccc2)CC1	-2	i	-2	6	5	-1	0.2	1	i	-2
O=C(CCCC(=O)NCc1ccccc1)NCc1ccccc1	3	i	-5	2	-7	8	0.5	4	i	1
Cn1nc(SCc2ccccc2)c(=O)n(C(c2ccccc2)c2ccccc2)c1=O	-1	i	-13	2	1	0	3.6	-3	i	6
COC(=O)c1nn(-c2ccccc2)ccc1=O	1	i	-13	3	1	-2	-1.5	-1	i	-2
CCN(Cc1ccccc1)C(=O)CCS(=O)(=O)c1cc2c(cc1Cl)NC(=O)CO2	0	i	-7	4	-3	2	-0.3	2	i	-1
O=C(OCc1ccccc1)c1cccc(-c2nnc(-c3ccccc3)o2)c1	-1	i	-15	-5	-3	2	5.4	1	i	3
COC(=O)C(C(=O)OC)C(C)C(C(=O)OC)C(=O)OC	-6	i	-5	0	-1	6	-0.5	-2	i	-2
COc1ccc(-c2ccncc2)cc1OC	3	i	-2	0	4	-1	-2.3	2	i	0
CC(C)CC(NC(N)=O)C(=O)OCC(=O)NC(=O)NC1CCCC1 (stereo not drawn)	1	i	-4	-1	-3	-1	-0.3	9	i	0
CC(=O)c1ccc(S(=O)(=O)NC2CCCCCCC2)cc1	-2	i	14	10	9	4	0.5	6	i	3
CCOC(=O)N1CCN(C(=O)C(=O)Nc2ccc3nc4n(c(=O)c3c2)CCCCC4)CC1	-2	i	3	-1	-1	0	-0.3	3	i	-2
O=C(NC(=S)N1CCCCC1c1cccnc1)c1ccc(Br)cc1 (stereo not drawn)	1	i	-4	0	-1	-1	2.6	5	i	7
CCSc1nnc(NC(=O)c2cc(OC)c(OC)c(OC)c2)s1	2	i	-13	1	10	-7	-0.3	1	i	-1
O=C(Cn1c(-c2cncs2)nc2ccccc21)NCc1ccccc1	-3	i	-2	2	-1	3	-0.3	0	i	-3
O=C(CSc1ncn[nH]1)Nc1ccc2c(c1)OCCO2	-2	i	-13	-1	-6	-2	-1.3	27	i	-2
O=C(Nc1ncc2c(n1)CC(c1ccco1)CC2=O)c1ccc(Cl)cc1 (stereo not drawn)	-3	i	11	-2	5	0	35	0	i	0
CC(C)=CCN1CCN(Cc2ccc(N3CCNC3=O)cc2)CC1CCO (stereo not drawn)	0	i	-3	-2	3	0	-0.9	0	i	-3
CCOc1cc(C(=O)NCc2ccc(-c3nc4ccccc4o3)cc2)cc(OCC)c1OCC	5	i	-6	41	-3	-7	-2.5	5	i	-2
O=C(Nc1ccc(F)cc1)Nc1nnc([C@H]2C[C@H](O)[C@@H](CO)O2)s1	1	i	·	4	5	0	0.0	3	i	1
CCn1c(SCC(=O)Nc2sc(C)c(C)c2C#N)nnc1C1CC1	-1	i	-11	2	3	-1	0.3	2	i	1
COc1ccc(CNS(=O)(=O)c2ccc(-c3cc(C)no3)cc2)cc1	-1	i	-7	2	1	0	2.9	-6	i	-3
O=C(CNC(=O)c1cccs1)NCC(=O)OCC(=O)c1ccccc1	3	i	-6	4	-2	-8	0.1	3	i	1
CCc1nnc(NC(=O)c2ccc(-c3ccccc3Cl)o2)s1	2	i	-7	32	6	6	0.0	0	+	-3
CC(C)NC(=O)Nc1ccc2c(c1)C(=O)N([C@H](C)CO)C[C@H](C)[C@@H](CN(C)C(=O)Nc1ccc3c(c1)OCO3)O2	3	i	62*	-1	-1	0	-1.3	1	i	0
CCOC(=O)N1CCN(S(=O)(=O)c2cc(Cl)ccc2Cl)CC1	-1	i	-2	3	1	-4	-1.2	-2	i	-6
COc1ccc(Br)cc1/C=N/Nc1ccc(S(=O)(=O)Nc2ccccc2C(=O)O)cc1[N+](=O)[O-]	-2	i	-7	98*	-5	37*	71*	108*	i	6
O=C(CCn1c(=O)c2cccn2c2cccnc21)NCCCN1CCN(c2ccc(F)cc2)CC1	-2	i	·	-2	5	-14	1.4	3	i	2
COc1cccc(NC(=O)Nc2cc(C)ccc2OC)c1	1	i	-4	1	2	-8	-1.0	1	i	-1
Cn1c(-c2ccc3ccccc3n2)nc2cnccc21	-4	i	-8	0	3	4	0.1	-11	i	4
O=C(Cn1ncc2c([nH]c3ccccc32)c1=O)N1CCN(c2ccccc2F)CC1	0	i	1	22	3	8	-0.2	1	i	4
O=C(c1ccco1)N1CCCSC1=Nc1ccccc1	0	i	3	1	-1	-1	-2.2	-2	i	2
c1ccc(-c2ccccc2-c2nc(-c3cccnc3)no2)cc1	-3	i	1	-2	-1	-4	2.7	1	i	-2
CCOc1ccccc1Nc1nnc(SCC(=O)NC(=O)c2cccn2C)s1	1	i	-1	-10	3	8	0.5	4	i	1
COc1ccc(S(=O)(=O)NC(Cc2ccccc2)C(=O)O)cc1 (stereo not drawn)	3	i	-7	2	-3	-1	-1.2	-1	i	-1
CC1Cc2ccccc2N1C(=O)COC(=O)c1ccc(O)cc1 (stereo not drawn)	1	i	-14	14	3	-9	0.1	-2	i	1
CN1CCN(CCC(=O)N/N=C/c2ccccn2)CC1	-1	i	-8	-5	3	0	-1.9	-5	i	0
CC(CC(=O)O)Nc1ccccc1O (stereo not drawn)	0	i	1	0	-3	2	-0.1	-2	i	-1
COc1ccc(C2/C(=C(/O)c3ccc4c(c3)CC(C)O4)C(=O)C(=O)N2CCCn2ccnc2)cc1OC (stereo not drawn)	-3	i	0	0	-3	5	-0.9	-3	i	-1
COc1cc(/C=C/C(=O)OCC(=O)Nc2cccc(F)c2)ccc1O	-3	i	-7	-8	-2	-2	1.6	-27	i	-2
COc1ccc(NC(=O)CC2Nc3ccccc3NC2=O)c([N+](=O)[O-])c1 (stereo not drawn)	6	i	-2	11	10	1	3.3	-20	i	0
COC(=O)CN(C#N)c1nc(OC)nc(N(C)C)n1	-1	i	0	8	5	-4	-1.3	4	i	-1
COc1ccc(S(=O)(=O)N2CCCCC2)cc1NC(=O)CN1CCN(C(C)=O)CC1	-1	i	-1	3	-2	1	1.4	-2	i	6
Oc1ccc(/C=N/NC(=S)Nc2cccnc2)c(O)c1	-4	i	-10	-6	-8	-1	-1.5	-5	i	-2
Cc1noc(C)c1COC(=O)c1csc2c1CCC(C)C2 (stereo not drawn)	3	i	0	3	-2	-4	3.4	0	i	1

Profiles as entered above. Screens in order: Rin1-Abl PPI inh	Rpn11 inh	Scp1 inh	DNMT1 block	CSN deneddyl inh	NadD block	LMPTP block	SUMO1-SIM PPI	Neddylation inh	STEP block
Shown for COc1ccc(NC(=O)N2CCCC2C(=O)Nc2ccc(C)cc2)cc1 (stereo not drawn) : 2	i	-6	3	2	-5	-2.3	3	i	6
Shown for COc1ccc(S(=O)(=O)N2CCCCC2)cc1NC(=O)CN1CCN(C(C)=O)CC1 : -1	i	-1	3	-2	1	1.4	-2	i	6
